RGS4 inhibitor: human RGS4 inhibition; actives 0.039% (n = 390,000); Potency, µM (doses to about 114 µM), inactives show at the top dose activity change, negative = inhibition, usual class: inhibitors; P49798; Transcreener GDP fluorescence polarization, RGS4-accelerated GTP hydrolysis; note: potency is the fitted concentration of half-maximal effect; % is set by controls: 0 for no effect and ±100 for the full control effect; nearly all actives have a fitted effect of over 75% in size; some results filed as inactive show a strong effect at the top dose
Target sequence (P49798 whole entry, looked up): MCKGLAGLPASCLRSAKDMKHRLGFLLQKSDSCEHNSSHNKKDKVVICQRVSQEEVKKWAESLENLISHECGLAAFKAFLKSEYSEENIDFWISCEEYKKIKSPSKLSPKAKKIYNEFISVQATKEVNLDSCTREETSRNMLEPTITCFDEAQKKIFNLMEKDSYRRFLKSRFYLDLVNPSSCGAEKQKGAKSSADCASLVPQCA
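MLSMR compounds (23 nl, pin-transferred) preincubated 10 min at room temperature with a 500nM (2x) first reagent, then RGS4 at 900nM (2x) plus Transcreener GDP mix added; fluorescence polarization (620/688 nm) read before and after 90 min at 30 °C.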
TrxR1 inh: blocks rat thioredoxin reductase 1; O89049; recombinant rTrxR1, NADPH fluorescence consumption, selenite substrate; Potency, µM (series often up to 114 µM), for inactives: top-dose activity change, negative = inhibition, most hits filed as inhibitors; actives 1% (n = 390,000); AID 588453; note: potency is the fitted concentration of half-maximal effect; % is set by controls: 0 for no effect and ±100 for the full control effect; nearly all actives have a fitted effect of over 65% in size
Target sequence (O89049 whole entry, looked up): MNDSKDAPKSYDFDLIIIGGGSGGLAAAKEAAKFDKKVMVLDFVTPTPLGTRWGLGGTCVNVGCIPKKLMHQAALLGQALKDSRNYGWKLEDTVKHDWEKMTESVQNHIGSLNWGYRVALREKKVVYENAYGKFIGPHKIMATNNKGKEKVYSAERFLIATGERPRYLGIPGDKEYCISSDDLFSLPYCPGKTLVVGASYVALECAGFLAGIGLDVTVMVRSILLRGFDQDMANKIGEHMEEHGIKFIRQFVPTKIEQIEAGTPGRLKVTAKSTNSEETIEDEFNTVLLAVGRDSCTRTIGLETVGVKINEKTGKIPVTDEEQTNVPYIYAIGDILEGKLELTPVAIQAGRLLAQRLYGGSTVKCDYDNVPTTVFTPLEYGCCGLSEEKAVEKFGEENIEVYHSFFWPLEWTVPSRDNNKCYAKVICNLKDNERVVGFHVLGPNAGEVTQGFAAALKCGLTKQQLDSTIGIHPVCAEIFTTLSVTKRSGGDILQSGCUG
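Rat TrxR1 (90 nM in the dispensed reagent) was pre-reduced with 400 uM NADPH for 5 min at room temperature, then incubated with compound for 15 min. After 400 uM selenite was added, NADPH fluorescence (Ex 340/Em 450 nm) was followed for 8 min.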
Glioma ERSR ind: ER stress response induction in glioma; U87-MG GRP78 promoter luciferase reporter, 16 h; Potency, µM, inactives show top-dose activation, actives largely listed as activators; actives 0.02% (n = 420,000); note: potency is the fitted concentration of half-maximal effect; series mostly up to about 76 µM; % of control where 0% means no effect; nearly all actives have a fitted effect of over 35% in size
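ERSR induction read as luciferase luminescence (Bright-Glo, 10 min at room temperature) in stably transfected human U87-MG glioma cells exposed to compounds for 16 h, using GRP78 as sensor.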
LDHA block: inhibitors of human lactate dehydrogenase A. P00338. purified LDHA, NADH/diaphorase-resazurin fluorescence; stronger effect = lower value. activity change, % (values are at about 110 or 230 µM). actives 0.15% (n = 480,000). AID 1347041; in the data active = activity change below about -30%; inconclusive = mostly about -25% to -30%;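 note: plate controls were DMSO wells for no effect and wells without enzyme for full effect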
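Human LDH5 at 2 nM final in Tris HCl pH 7.4 with 0.06 mM NADH and 0.2 mM pyruvate, reacted 5 minutes at room temperature. Remaining NADH coupled via diaphorase/resazurin; resorufin fluorescence read at 0 and 20 minutes, normalized to enzyme-free and DMSO wells.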
IDH1 R132H inh: blocks human mutant IDH1 R132H enzyme; O75874; IDH1-R132H enzyme, NADPH consumption, diaphorase/resazurin fluorescence; Potency, µM (titrated, usually from 76.6 µM), for inactives: top-dose activity change, negative = inhibition, usual class: inhibitors; actives 0.093% (n = 390,000); note: potency is the fitted concentration of half-maximal effect; % is set by controls: 0 for no effect and ±100 for the full control effect; nearly all actives have a fitted effect of over 65% in size
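IDH1-R132H (0.5 ug/mL) preincubated 30 min with compound, then NADPH (0.016 mM) and alpha-KG (2 mM) added; 80 min at RT, pH 7.5. Remaining NADPH coupled via diaphorase/resazurin to fluorescence (540/590 nm); concentration-response curves normalized to no-enzyme control.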
Vif-A3G inh: Vif-A3G binding inhibition | actives 0.076% (n = 410,000) | HeLa A3G-eYFP + Vif (tagged APOBEC3G with the HIV-1 protein that degrades it), YFP fluorescence, overnight | Q9HC16 | Potency, µM (highest dose often 46.1 µM), for the others: top-dose activity, negative = active, hits mostly inhibitors | AID 602310;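 note: potency is the fitted concentration of half-maximal effect; % is set by controls: 0 for no effect and ±100 for the full control effect; nearly all actives have a fitted effect of over 60% in size; hits raise eYFP signal because A3G escapes Vif-driven loss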
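Read-out is eYFP fluorescence (Ex 488/Em 500-530) from Vif-expressing HeLa A3G-eYFP cells; more signal means A3G escaped Vif-mediated degradation. Cells plated overnight, compound pinned in, incubated overnight at 37 deg C.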
Vif-APOBEC3F blk: blocks the Vif interaction with APOBEC3F; HeLa A3F-eYFP + Vif (tagged APOBEC3F with the HIV-1 protein that degrades it), YFP fluorescence increase; Potency, µM (titrated, usually from 46.1 µM), for inactives: at the highest dose activity, negative = active; actives 0.2% (n = 390,000); AID 602313; note: potency is the fitted concentration of half-maximal effect; % of control where 0% means no effect; nearly all actives have a fitted effect of over 65% in size
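Fluorescence increase (Ex 488/Em 500-530) after overnight compound treatment at 37 deg C flags inhibition of Vif-driven A3F-eYFP loss in stable HeLa A3F-eYFP/Vif cells seeded overnight beforehand.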
TrxR1 substrate: rat thioredoxin reductase 1 substrate activity; Potency, µM (series often up to 114 µM), for the others: top-dose activity change, negative = substrate turnover; AID 588456; purified TrxR1 substrate turnover, NADPH consumption readout; O89049; actives 0.01% (n = 390,000); note: potency is the fitted concentration of half-maximal effect; % is set by controls: 0 for no effect and ±100 for the full control effect; nearly all actives have a fitted effect of over 50% in size
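Rat TrxR1, dispensed at 90 nM, was prereduced with 400 uM NADPH (final) for 5 min at ~22 deg C, then incubated with compound 15 min before 400 uM selenite. A first-read NADPH fluorescence drop versus no-compound background flagged substrates.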
USP1 inh: blocks the human USP1/UAF1 deubiquitinase complex; O94782; actives 0.23% (n = 390,000); recombinant USP1/UAF1, Ub-Rhodamine cleavage fluorescence; Potency, µM (titrated, usually from 57.1 µM), without a hit: at the highest dose activity change, negative = inhibition, hits mostly inhibitors; AID 743255; note: potency is the fitted concentration of half-maximal effect; % is set by controls: 0 for no effect and ±100 for the full control effect; nearly all actives have a fitted effect of over 60% in size; inactives centre near -12
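1 nM enzyme complex + cpd, 15 min RT; start with Ub-Rho 150nM final; kinetic fluorescence ex 480/em 540, 6 reads q60 s. Buffer 50mM HEPES pH 7.8, 0.5mM EDTA, 0.1 mg/ml BSA, 1mM TCEP, 0.01% Tween-20.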
Numbers without * were called inactive; ? = inconclusive; / = not tested or not shown; [ ] = another dose, or the depositor's remark. Unless noted, calls come from the whole dose curve; as a rule, active = well fitted curve in the direction sought with a large enough effect; inconclusive = small, poorly fitted or top-dose-only effect, or another doubt; inactive = no such curve, though single readings can be large; an effect the other way counts as inactive or inconclusive.

nr	mol	RGS4 inhibitor	TrxR1 inh	Glioma ERSR ind	LDHA block	IDH1 R132H inh
1	COC(=O)c1c(C)[nH]c(C(=O)OCC(=O)N(CC(C)C)c2c(N)n(Cc3ccccc3)c(=O)[nH]c2=O)c1C	-10%	3%	-1%	4	-6%
2	COc1ccc(NC(=O)CN(C)CC(=O)Nc2cccc(C(C)=O)c2)cc1	-28%	4%	-1%	-8	0%
3	CCc1cc(=O)oc2cc(C)c(CN3CCCCC3)c(O)c12	?	-14%	-1%	1	4%
4	COc1ccc(NC(=S)Nc2ccc3snnc3c2)cc1	-40%	21%[57.1 µM]	-2%	18	14%
5	CC(C)(C)c1[nH]nc2c1C(c1ccoc1)C(C#N)=C(N)O2 (stereo unspecified)	-1%	7%[57.1 µM]	-5%	2	3%
6	Cc1ccccc1S(=O)(=O)Cc1ccc(C(=O)NCCN(C)Cc2ccccc2)o1	25%[11.4 µM]	1%	0%	-3	0%
7	CC(Oc1ccccc1F)c1nnc(SCC(=O)N(c2ccccc2)C2CCS(=O)(=O)C2)o1 (stereo unspecified)	-13%	12%	-3%	-7	-10%
8	CCOC(=O)C1Nc2ccccc2C2C(O)C(O)CC12 (stereo unspecified)	?	18µM*	-5%	10	12%
9	O=C1COc2ccc(C(=O)COC(=O)c3ccc(F)cc3Cl)cc2N1	5%	2%[2.29 µM]	-3%	-9	-6%
10	COc1cccc(NC(=O)c2csc3c2CCCC3)c1	-14%	23%[57.1 µM]	11%	-2	21%
11	O=[N+]([O-])c1ccccc1NCCOc1ccccc1	-11%	8%	8%	-2	3%
12	CCCC(=O)Nc1nc2ccc(S(N)(=O)=O)cc2s1	-19%	36%	0%	-2	16%
13	CN1/C(=C/c2cc[n+](C)c3ccccc23)C=Cc2ccccc21	14%	-6%[57.1 µM]	-8%	0	20%
14	Cn1c(CCNC(=O)C2CCCCC2)nc2cc([N+](=O)[O-])ccc21	-7%	-4%	-2%	1	4%
15	Nn1c(Cc2cccc3ccccc23)nnc1SCc1ccc(Cl)c(Cl)c1	-28%	-16%	-4%	-2	2%

nr	Vif-A3G inh	Vif-APOBEC3F blk	TrxR1 substrate	USP1 inh
1	-6%	-29%	-5%	3%
2	-3%	3%	-1%	-21%
3	1%	-2%	4%	-11%
4	1%	-9%	2%[57.1 µM]	-21%
5	-9%	-12%	-2%[57.1 µM]	-17%
6	1%	1%	1%	-8%
7	2%	-4%	3%	-16%
8	?	?	-4%	?
9	1%	-2%	3%[57.1 µM]	2%
10	-1%	-4%	-8%[57.1 µM]	-7%
11	-3%	-7%	-3%	-6%
12	-7%	-4%	8%	-20%
13	5%	0%	-6%[57.1 µM]	-14%
14	0%	2%	-7%	-4%
15	-13%	10%	-6%	-26%

Nothing new here: two of the compounds above.
nr	mol	RGS4 inhibitor	TrxR1 inh	Glioma ERSR ind	LDHA block	IDH1 R132H inh
14	Cn1c(CCNC(=O)C2CCCCC2)nc2cc([N+](=O)[O-])ccc21	-7%	-4%	-2%	1	4%
15	Nn1c(Cc2cccc3ccccc23)nnc1SCc1ccc(Cl)c(Cl)c1	-28%	-16%	-4%	-2	2%

nr	Vif-A3G inh	Vif-APOBEC3F blk	TrxR1 substrate	USP1 inh
14	0%	2%	-7%	-4%
15	-13%	10%	-6%	-26%

Back to the main list; the six compounds before the break are reprinted first.
nr	mol	RGS4 inhibitor	TrxR1 inh	Glioma ERSR ind	LDHA block	IDH1 R132H inh
10	COc1cccc(NC(=O)c2csc3c2CCCC3)c1	-14%	23%[57.1 µM]	11%	-2	21%
11	O=[N+]([O-])c1ccccc1NCCOc1ccccc1	-11%	8%	8%	-2	3%
12	CCCC(=O)Nc1nc2ccc(S(N)(=O)=O)cc2s1	-19%	36%	0%	-2	16%
13	CN1/C(=C/c2cc[n+](C)c3ccccc23)C=Cc2ccccc21	14%	-6%[57.1 µM]	-8%	0	20%
14	Cn1c(CCNC(=O)C2CCCCC2)nc2cc([N+](=O)[O-])ccc21	-7%	-4%	-2%	1	4%
15	Nn1c(Cc2cccc3ccccc23)nnc1SCc1ccc(Cl)c(Cl)c1	-28%	-16%	-4%	-2	2%
16	CC(C)Cn1c(SCC(=O)NC2CC2)nc2ccccc21	/	/	-3%	-3	6%
17	CCOc1cc(NC(=S)NCCc2ccccc2)c(OCC)cc1NC(C)=O	?	21%[57.1 µM]	-1%	-3	0%
18	CCNC(=O)NNC(=O)C1CC(c2cccs2)=NO1 (stereo unspecified)	-1%	10%	-2%	0	0%
19	O=C(CC1C(=O)N(c2ccc(F)cc2)C(=O)N1Cc1cccnc1)Nc1ccc(F)cc1 (stereo unspecified)	25%	5%	-3%	-4	13%
20	O=S(=O)(c1ccc(N2CCN(CCO)CC2)nc1)N1CCOCC1	17%	10%	-1%	2	4%
21	S=C(Nc1ccccc1)Nc1nc2ccccc2n1CCOc1ccc(Cl)cc1	-36%	-26%	10%	-1	6%
22	COc1ccc(CNC(=O)c2c(O)c3ccccc3n(C)c2=O)cc1	-9%	12%[57.1 µM]	-5%	-1	-9%
23	Cc1ccccc1-n1ncc2c1CC(C)(C)CC2NC(=O)CCN1CCCCC1=O (stereo unspecified)	36%	13%	2%	-1	-2%
24	COc1ccc(C2C(Oc3ccccc3)C(=O)N2c2cc(C)ccc2C)cc1OC (stereo unspecified)	26%	-1%	-5%	-2	2%
25	Cc1nn(C(C)(C)C)c(OC(=O)c2c(F)cccc2F)c1Sc1ccccc1	19%	26%	-4%	1	2%
26	COc1ccc(NC(=O)C2COc3ccccc3O2)cc1 (stereo unspecified)	17%	17%	6%	-5	12%
27	CCN(CC(=O)Nc1ccc(NC(C)=O)cc1)C(=O)/C=C/c1ccc2c(c1)OCO2	-5%	-2%	-2%	-4	3%
28	OCc1cccc[n+]1Cc1ccccc1	-2%	18%[57.1 µM]	11%	1	3%
29	COc1cccc(NC(=O)CN(C)C(C)C(=O)Nc2ccc(S(=O)(=O)N3CCCC3)cc2)c1 (stereo unspecified)	-10%	23%[57.1 µM]	-3%	0	0%
30	Cc1ccc(Cn2ccc(=O)c(OCc3c(Cl)cccc3Cl)c2C)cc1	-14%	2%	-1%	2	-7%

nr	Vif-A3G inh	Vif-APOBEC3F blk	TrxR1 substrate	USP1 inh
10	-1%	-4%	-8%[57.1 µM]	-7%
11	-3%	-7%	-3%	-6%
12	-7%	-4%	8%	-20%
13	5%	0%	-6%[57.1 µM]	-14%
14	0%	2%	-7%	-4%
15	-13%	10%	-6%	-26%
16	1%	-6%	/	2%
17	0%	-2%	6%[57.1 µM]	-26%
18	-6%	?	-4%[57.1 µM]	-25%
19	0%	2%	-4%	6%
20	-1%	0%	0%	-1%
21	-15%	-4%	-15%	-12%
22	4%	1%	-4%[57.1 µM]	1%
23	5%	-8%	-4%	-12%
24	-6%	1%	-10%	-12%
25	-2%	4%	-6%	-4%
26	-1%	6%	-2%	-10%
27	-14%	3%	12%	-13%
28	-2%	-9%	8%[2.29 µM]	-18%
29	0%	-2%	12%[57.1 µM]	-20%
30	1%	/	-1%	?

Additional compounds follow.
nr	mol	RGS4 inhibitor	TrxR1 inh	Glioma ERSR ind	LDHA block	IDH1 R132H inh
31	O=C(CSC1CCCCC1)Nc1ccccc1Br	26%	-8%	5%	-2	0%
32	COCCNC(=O)CSc1nc2cc(OC)c(OC)cc2c(=O)n1CCc1ccc(S(N)(=O)=O)cc1	4%	8%	0%	-6	-8%
33	CC12CCC(C(=O)Nc3ncc([N+](=O)[O-])s3)(OC1=O)C2(C)C (stereo unspecified)	-19%	16%[57.1 µM]	-4%	-1	6%
34	CCOc1ccc(CNC(=O)Cn2nc(C)c3nn(-c4ccc(Cl)cc4)c(C)c3c2=O)cc1	11%	5%[57.1 µM]	2%	1	11%
35	Cc1ccnc(NC(=O)CCC(=O)N(CC(=O)NC2CCCCC2)Cc2ccccc2)c1	-5%	33%[57.1 µM]	-2%	-2	2%
36	O=S(=O)(Nc1cccc(-c2ccc3nncn3n2)c1)c1cccc(F)c1	-21%	5%	-1%	-3	3%

nr	Vif-A3G inh	Vif-APOBEC3F blk	TrxR1 substrate	USP1 inh
31	-2%	-4%	-6%	-11%
32	4%	-6%	-5%	-16%
33	5%	-1%	2%[57.1 µM]	3%
34	5%	-24%	-1%[57.1 µM]	-25%
35	-1%	-1%	5%[57.1 µM]	-3%
36	-12%	9%	2%	-18%

A portion of the library. The share of hits here may be higher or lower than overall.
